PNC assembly inh: perinucleolar compartment assembly inhibition | actives 3.1% (n = 140,000) | PC3M PTB-GFP, PNC prevalence imaging, 16 h; stronger effect = lower value | AID 2417 | activity change (PNC), negative = inhibition, % at 10 µM;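 active means readout at or below -70, meaning at least 70% loss of cells showing the perinucleolar compartment, a nuclear body marking cancer cells; inconclusive means readout between -30 and a set limit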;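 further: plate controls were DMSO wells for no effect and camptothecin positive control wells for full effect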
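Compounds are pinned in duplicate onto adhered PC3M cells stably expressing GFP-tagged PTB and incubated 16 h at 37 C. Cells are then fixed, nuclei stained with Hoechst, and PNC-positive cells counted.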
15-hLO-2 inh: inhibitors of human 15-lipoxygenase 2 (ALOX15B); O15296; purified 15hLO-2, xylenol orange hydroperoxide absorbance; Potency, µM (doses to about 57.1 µM), inactives show at the highest dose activity change, negative = inhibition, actives largely listed as inhibitors; actives 0.56% (n = 110,000); further: potency means the concentration at half of the fitted maximal effect; nearly all actives have a fitted effect of over 60% in size; many of its hits are not listed in these tables
Target sequence (O15296 whole entry, looked up): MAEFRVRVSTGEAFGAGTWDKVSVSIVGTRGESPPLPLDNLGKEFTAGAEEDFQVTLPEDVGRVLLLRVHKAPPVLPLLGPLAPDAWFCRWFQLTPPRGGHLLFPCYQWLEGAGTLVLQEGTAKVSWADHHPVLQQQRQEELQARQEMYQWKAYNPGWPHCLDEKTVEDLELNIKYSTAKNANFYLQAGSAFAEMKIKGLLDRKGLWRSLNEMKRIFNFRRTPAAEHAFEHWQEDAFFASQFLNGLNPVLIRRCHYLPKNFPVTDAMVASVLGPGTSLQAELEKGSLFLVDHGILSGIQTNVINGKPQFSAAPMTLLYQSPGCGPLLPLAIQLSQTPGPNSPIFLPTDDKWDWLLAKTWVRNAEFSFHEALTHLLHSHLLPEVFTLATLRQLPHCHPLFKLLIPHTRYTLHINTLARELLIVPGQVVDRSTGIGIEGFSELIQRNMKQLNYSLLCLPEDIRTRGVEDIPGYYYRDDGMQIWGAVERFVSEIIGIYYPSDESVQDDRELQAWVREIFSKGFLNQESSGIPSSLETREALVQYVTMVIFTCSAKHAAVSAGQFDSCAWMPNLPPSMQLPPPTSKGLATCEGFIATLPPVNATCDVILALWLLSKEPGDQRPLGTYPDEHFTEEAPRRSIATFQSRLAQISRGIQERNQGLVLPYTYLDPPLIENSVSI
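Purified human 15hLO-2 (50 nM final) preincubated with compounds 15 min at room temperature in 25 mM Hepes pH 7.5, 0.01% Triton X-100, then 45 uM arachidonic acid added for 90 min; hydroperoxide detected via ferrous/xylenol orange, 573/405 nm absorbance ratio.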
IMPase inh: membrane-permeable compound that blocks inositol monophosphatase. CHO-M1 cells, IP1 accumulation, HTRF TR-FRET ratio. inhibition (IP1 accumulation), % at 46.1 µM. 120,000 tested, under 10 active; active means well fitted curve in the direction sought with a large enough effect in the signal ratio, not every such curve was filed as active; inconclusive means small, poorly fitted or top-dose-only effect, or a change in a side signal; inactive means no such curve, though single readings can be large or run the other way; the % refers to the signal ratio;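 further: cells stimulated with carbachol in lithium chloride buffer; plate controls were DMSO basal wells for no effect and reference inhibitor wells for full effect; higher means more IMPase inhibition seen as more IP1 and lower FRET ratio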
Target sequence (P97697 whole entry, looked up): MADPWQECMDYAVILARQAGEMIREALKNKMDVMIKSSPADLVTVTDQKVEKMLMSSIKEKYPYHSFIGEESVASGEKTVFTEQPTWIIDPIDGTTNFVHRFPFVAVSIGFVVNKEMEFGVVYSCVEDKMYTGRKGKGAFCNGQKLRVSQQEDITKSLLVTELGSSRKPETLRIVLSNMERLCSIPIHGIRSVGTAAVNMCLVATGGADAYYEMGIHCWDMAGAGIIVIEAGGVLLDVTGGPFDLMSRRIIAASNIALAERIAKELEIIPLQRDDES
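CHO-M1 cells (CHO stably expressing M1 receptor), compound up to 46 uM final, stimulated with carbachol (50 uM as added) in buffer with 50mM LiCl, pH 7.4, 30 min at 37C. Cytosolic IP1 read by TR-FRET; AC50 from Hill fits.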
12-hLO inh: 12-hLO (ALOX12) enzyme inhibition; actives 0.12% (n = 150,000); Potency, µM (series often up to 57.1 µM), inactives show at the highest dose activity change, negative = inhibition, most hits filed as inhibitors; purified 12-hLO, xylenol orange hydroperoxide absorbance; P18054; further: potency means the concentration at half of the fitted maximal effect; nearly all actives have a fitted effect of over 55% in size; many of its hits are not listed in these tables
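150 nM 12hLO, 25 mM Hepes pH 7.0 + 0.01% Triton X-100; cpd preinc 15 min RT; 40 uM arachidonic acid, 30 min RT; Fe-XO 30 min; A573/A405 ratio as read-out.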
An asterisk follows results filed as active; ? = inconclusive; / = not tested or not shown; [ ] = remark or other dose. Unless noted, the call rests on the fitted dose curve; in most records, active means well fitted curve in the direction sought with a large enough effect; inconclusive means small, poorly fitted or top-dose-only effect, or another doubt; inactive means no such curve, though single readings can be large; an effect the other way counts as inactive or inconclusive. Unless noted, on the % scale 0 is the no-effect control and ±100 the full control effect. Not all compounds are listed, so the mix of outcomes need not match the whole.

Start of the listing, in advance:
SMILES	PNC assembly inh	15-hLO-2 inh	IMPase inh	12-hLO inh
Cc1ccccc1-n1c(C)nnc1SCC(=O)NCC1CCCO1 (stereo unspecified)	-14	13%	-12	-24%
O=C(CN1C(=O)NC2(CCCC2)C1=O)Nc1ccccc1F	?	1%	5	-7%
CCOc1cccc(NC(=O)CC#N)c1	-2	-4%	-4	2%
C=CCC(CC=C)(NC(=O)c1ccccc1C)c1ccccc1	30	2%	3	1%

The whole of this part, from the start:
SMILES	PNC assembly inh	15-hLO-2 inh	IMPase inh	12-hLO inh
Cc1ccccc1-n1c(C)nnc1SCC(=O)NCC1CCCO1 (stereo unspecified)	-14	13%	-12	-24%
O=C(CN1C(=O)NC2(CCCC2)C1=O)Nc1ccccc1F	?	1%	5	-7%
CCOc1cccc(NC(=O)CC#N)c1	-2	-4%	-4	2%
C=CCC(CC=C)(NC(=O)c1ccccc1C)c1ccccc1	30	2%	3	1%
Clc1ccc(Cc2nnc(-c3ccccc3Br)o2)cc1	52	/	/	-4%
CCOC(=O)N1CCC(N2Cc3cccc(C(=O)NCc4ccc(C)cc4)c3C2=O)CC1	8	10%	0	-5%
N#Cc1ccc(Sc2nc3ccccc3[nH]2)cc1C#N	15	4%	4	-6%
Cc1cccc(C(=O)Nc2ccccc2SCC2CSc3nc4ccccc4c(=O)n32)c1 (stereo unspecified)	?	1%	3	-1%
COC(=O)C(c1ccccc1Cl)N1CCc2sccc2C1 (stereo unspecified)	/	4%[0.0915 µM]	/	-4%[0.00818 µM]
CCS(=O)(=O)N1CCN(c2ccc([N+](=O)[O-])c(N3CCOCC3)c2)CC1	-9	/	/	-18%
O=C(Cn1nnc(-c2ccccc2)n1)NCc1ccc2c(c1)OCO2	?	-7%	-8	-6%
COC(=O)C1=C(C)NC(=O)C1(Nc1nccs1)C(F)(F)F (stereo unspecified)	-15	-6%	-4	6%
COc1ccc(C2=NCCc3cc(OC)c(OC)cc32)cc1	9	/	/	2%
COc1ccc(NC(=O)c2cc(SC)ccc2Cl)cc1	5	/	9	-5%
COc1cc(C(=O)NNC2=CC(=O)CC(C)(C)C2)cc(OC)c1OC	?	/	3	1%
COc1ccc(S(=O)(=O)Oc2ccc3c(c2)O/C(=C\c2cccnc2)C3=O)cc1	-7	0%	-5	-4%
CC1(C)CNC(=O)C=C(c2ccccc2)C1	10	-3%	-4	3%
CC(=O)Nc1ccc(S(=O)(=O)N2CCN(CC(=O)NC3CCCC3)CC2)cc1	?	-3%	3	-2%
CS(=O)(=O)Nc1ccc2c(c1)nc1n2CCOC1	?	3%	-1	-2%
CCOc1ccccc1OCCCOc1ccc([N+](=O)[O-])cc1Cl	-11	11%	11	-9%
O=C(Nc1ccc(Cl)cc1)Nc1ccc(N2CCOCC2)cc1	-25	-6%	?	-9%
O=C(COc1ccc(Br)cc1)N1CCCCCC1	-8	4%	3	1%
O=P(O)(O)c1ccccc1OCCCCCOc1ccccc1P(=O)(O)O	12	10%	4	3%
N#CCN1CCN(CC(=O)Nc2ccc(OCc3ccccc3)cc2)CC1	?	4%	-4	-2%
CCOC(=O)C1C(C#N)=C(N)OC(C)=C1c1ccncc1 (stereo unspecified)	0	2%	5	-5%
COc1cc(C2CC(=O)NC3=C2C(=O)CC(C)(C)C3)ccc1O (stereo unspecified)	?	-3%	1	2%
Brc1ccc(C2=Nn3c(nnc3-c3cccnc3)SC2)s1	10	1%	9	5%
CCOC(=O)N1CCC(NC(=O)CN2C(=O)CCSc3ccccc32)CC1	25	1%	1	-1%
COCCCn1c(=N)c(C(=O)NCC2CCCO2)cc2c(=O)n3cccc(C)c3nc21 (stereo unspecified)	-19	/	-8	-4%
Cc1occc1C(=O)NNC(=O)c1ccc(F)cc1	?	3%	-3	-10%
CCOc1ccc(Cc2nccc3cc(OCC)c(OCC)cc23)cc1OCC	/	41%[activator]	1[20.6 µM]	-1%
CCCCCC(C)n1[nH]c(=O)c2c(C)cc(C)nc21 (stereo unspecified)	20	0%	0	-1%
Cc1onc(-c2c(Cl)cccc2Cl)c1C(=O)Nc1ccc2c(c1)OCCO2	-17	-5%	2	-3%
CC(C)CC(=O)NC(NC(=S)Nc1sc2c(c1C#N)CCCC2)C(Cl)(Cl)Cl (stereo unspecified)	75	?	3	?
COc1ccc(C(=O)NCCSCc2ccccc2C)cc1	23	3%	1	-1%
CCn1c(COc2cc(C)cc(C)c2)nnc1SCC(=O)N1CCN(c2ccccc2)CC1	?	2%	10	-9%
O=C(CCCn1c(=O)c2sccc2n(Cc2ccc(F)cc2)c1=O)NCc1ccco1	?	-2%	13	-1%
O=C(NCc1ccc2c(c1)OCO2)c1ccc(CN2CCc3ccccc3C2)cc1	-14	48%[activator]	16	-29%
CC(CCc1ccccc1)NC(=O)C(=O)NCCc1ccccc1 (stereo unspecified)	-10	/	/	-1%
C=CCn1c(SCC(=O)Nc2ccccc2C)nnc1-c1ccncc1	-24	0%	9	1%
CCN1CCN(c2ncc(C(=O)Nc3cc(Cl)c(OC)cc3OC)c3ccccc23)CC1	43	/	/	3%
CC1=NOC(=O)/C1=C\c1ccc(-c2cc(Cl)ccc2Cl)o1	-16	2µM*	1	-5%
Cc1ccccc1-n1c(O)c(/C=N/N2CCCCC2c2cccnc2)c(=O)[nH]c1=O (stereo unspecified)	10	/	/	-2%
COC(=O)CSc1nc2c(c(-c3ccco3)c1C#N)CCCC2	27	?	-10	-23%
COc1ccc(-c2ncccc2OC(=O)C23CC4CC(CC(C4)C2)C3)cc1	?	/	-1	-1%
Cc1ccc2cccc(SCC(=O)N3CCOCC3)c2n1	-3	-1%	40[activator]	6%
O=C(Nc1ccc(N2CCOCC2)c(Cl)c1)c1cc2ccccc2o1	-9	/	8	-10%
CC1(c2ccccc2)NC(=O)N(CCN2C(=O)c3ccccc3C2=O)C1=O (stereo unspecified)	6	2%	-2	4%
CN(C)S(=O)(=O)c1cccc(NC(=S)N/N=C/C(=O)c2ccccc2)c1	33	/	10	-8%
Cn1c(Cc2ccccc2)nnc1SCC(=O)Nc1ccccc1N1CCOCC1	21	0%	9	0%

One compound at a time, from the list above. Order of values: PNC assembly inh, 15-hLO-2 inh, IMPase inh, 12-hLO inh
Shown for `O=C(Nc1ccc(N2CCOCC2)c(Cl)c1)c1cc2ccccc2o1` → -9, /, 8, -10%
Shown for `CC1(c2ccccc2)NC(=O)N(CCN2C(=O)c3ccccc3C2=O)C1=O` (stereo unspecified) → 6, 2%, -2, 4%
Shown for `COC(=O)CSc1nc2c(c(-c3ccco3)c1C#N)CCCC2` → 27, ?, -10, -23%
Shown for `Cn1c(Cc2ccccc2)nnc1SCC(=O)Nc1ccccc1N1CCOCC1` → 21, 0%, 9, 0%

Further compounds follow.
SMILES	PNC assembly inh	15-hLO-2 inh	IMPase inh	12-hLO inh
O=C(COC(=O)C1CCN(/C=C/C(=O)C(F)(F)F)CC1)Nc1cccc(F)c1	?	/	/	0%
CCN1C=C(Cc2ccc(F)cc2)C2=C(C1)C(c1ccc(F)cc1)C(C#N)=C(N)O2 (stereo unspecified)	28	15%	1	-25%
Cn1c(=O)c2ccccc2n(Cc2ccccc2F)c1=O	33	-8%	0	-1%
Cc1cc(C)nc(NC(=O)C(c2ccccc2)c2ccccc2)c1	35	/	/	-1%
O=C(Cc1c[nH]c2ccccc12)OCC(=O)c1ccccc1	7	-13%	-5	-3%
CCOC(=O)c1ccc(NC(=O)CSc2nc(C)nc3c2c(=O)n(C)c(=O)n3C)cc1	-5	0%	6	3%
CCOC(=O)Cc1c(C)c2c(O)cc(O)cc2oc1=O	-4	6%	-25	-1%
CCOc1cc(NS(=O)(=O)c2ccc(NC(C)=O)cc2)c(OCC)cc1NC(=O)C(C)C	19	-1%	7	4%
COc1ccccc1C(=O)Nc1ccc2c(c1)OCO2	-7	-1%	11	3%
CN(CC(=O)Nc1c(Cl)cccc1Cl)C(=O)CCCN1C(=O)c2ccccc2C1=O	14	-9%	10	7%
COc1ccc(NS(=O)(=O)c2cc(N/C(=N\S(=O)(=O)c3ccccc3)c3ccc(F)cc3)ccc2Cl)cc1	-6	/	/	-4%
CC(=O)NN1C(=O)c2ccc(Oc3cccc([N+](=O)[O-])c3)cc2C1=O	43	-6%	4	3%
Cn1c(=O)[nH]c(=O)c2c1nc(CN1CCN(c3ccc(F)cc3)CC1)n2CCc1ccccc1	-100*	/	-1	14%
COc1ccc(/C=C2\SC(=O)N(CCNC(=O)Cc3coc4cc(OC)ccc34)C2=O)cc1	22	/	/	1%
CCCNC(=O)NCc1ccc(N2CCCC2=O)cc1	-4	-3%	0	8%
Cc1ccc(-c2nc(CSc3nc4ccccc4c(=O)n3CCO)cs2)cc1	-6	/	/	1%
COc1cccc(Nc2nc(-c3ccc(O)cc3)cs2)c1	-19	-26%	5	-23%
O=C(N/N=C/c1ccc(Cl)c([N+](=O)[O-])c1)c1ccc2nc[nH]c2c1	27	25%	?	-3%
CCOC(=O)N1CCN(S(=O)(=O)c2ccc(OC)c3ccccc23)CC1	0	-7%	-4	3%
CCCc1sc(N/N=C/c2ccccn2)nc1-c1ccc(F)cc1	-4	/	?	2%
CCOC(=O)c1c(C)[nH]c(C(=O)COC(=O)c2ccc(F)c(S(=O)(=O)N3CCOCC3)c2)c1C	34	-1%	-7	7%
CCOC(=O)N1CCC(NC(=O)CCC(=O)N2CCOc3ccc(C)cc32)CC1	?	4%	3	-9%
Cn1c(=O)cc(OCCCC(=O)NCCN2CCN(c3ccccc3F)CC2)c2ccccc21	23	19%	8	8%
COc1ccccc1NC(=O)Cc1noc(CN(C)Cc2cccs2)n1	-27	2%	?	-2%
CC(=O)Nc1ccc(S(=O)(=O)n2nc(C)cc2C)cc1	-8	2%	3	3%
COc1ccc(NC(=S)NCC(O)c2ccccc2)c(OC)c1 (stereo unspecified)	-5	/	/	2%
CC1(C(=O)CSc2ncn[nH]2)CCC(=O)O1 (stereo unspecified)	-4	5%	2	-1%
COc1ccc(/C=C2\SC(=O)N=C2N)cc1OC	-6	/	/	-4%
COC(=O)CSc1nc2ccc(NC(=O)CSc3nnnn3Cc3ccccc3)cc2s1	?	?	-7	2%
O=C(OCCN1C(=O)c2cccc3c(N4CCOCC4)ccc(c23)C1=O)c1cc(Cl)cc(Cl)c1	?	/	/	-2%
CCCCNC(=O)C(CC)Sc1nc2sc(C(=O)OC)c(C)c2c(=O)n1N (stereo unspecified)	8	-19%	-28	2%
c1ccc(Nc2ccccc2)cc1	/	-20%	/	-2%
CCCc1nc(NCc2ccccc2)c(C#N)c2c1CCCC2	-6	/	/	-3%
COc1ccccc1NC(=O)CC(NCc1ccccc1)C(=O)O (stereo unspecified)	199	/	0	10%
Cc1nn(Cc2ccc(Cl)cc2)c(C)c1NC(=O)C(c1ccccc1)c1ccccc1	?	/	/	-6%
COCCCNC(=O)CN(Cc1ccc(Cl)cc1)S(C)(=O)=O	35	-1%	3	12%
COc1ccc(OC)c(S(=O)(=O)Nc2cc(OC)c(Cl)cc2OC)c1	-3	2%	?	-4%
COC(=O)c1cccc(N(C(=O)CNC(=O)c2ccco2)C(C(=O)NC2CCCC2)c2ccco2)c1 (stereo unspecified)	28	3%	2	2%
COc1cccc(C2=NOC(C(=O)NCc3ccccn3)C2)c1 (stereo unspecified)	43	7%	7	0%
CCN1C(=O)S/C(=C\c2ccc(N3CCOCC3)cc2C)C1=O	-29	3%	6	-6%
Cc1ccc(NCc2cccnc2)cc1	-9	19%	2	-1%
Cc1ccc(S(=O)(=O)N2CCCN(S(=O)(=O)c3ccc(C)c(C)c3)CC2)cc1C	17	1%	0	3%
Cc1ccc(C(=O)NC(=S)Nc2cc(C(F)(F)F)ccc2Cl)cc1	-15	-20%	5	-9%
Cc1ccc(C(=O)NC(=S)N2CC(C)OC(C)C2)cc1[N+](=O)[O-] (stereo unspecified)	15	2%	-1	1%

Bioassay records: PubChem BioAssay, National Center for Advancing Translational Sciences (NCATS)
